BAZ2B inh: inhibitors of human BAZ2B bromodomain; Q9UIF8; AID 504333; AlphaScreen BAZ2B-H3K14Ac peptide displacement; actives 4.4% (n = 360,000); Potency, µM (top dose mostly 114 µM), without a hit: top-dose activity change, negative = inhibition, usual class: inhibitors; further: potency means the concentration at half of the fitted maximal effect; on the % scale 0 is the no-effect control and ±100 the full control effect; nearly all actives have a fitted effect of over 60% in size
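Compounds, titrated to a top concentration of 110 uM, were incubated 30 min at room temperature with preformed BAZ2B/acetyl-K14 H3 peptide complex (50 nM each). Proximity signal was measured by AlphaScreen after 20 min with beads.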
HP1b chromo inh: blocks HP1-beta chromodomain binding to methylated histone tails | AID 540317 | Potency, µM (doses to about 114 µM), for the others: at the top dose activity change, negative = inhibition, actives largely listed as inhibitors | AlphaScreen HP1-beta / biotin-H3K9me3 peptide binding | P83916 | actives 0.56% (n = 390,000); further: potency means the concentration at half of the fitted maximal effect; nearly all actives have a fitted effect of over 70% in size; inactives centre near 23
Target sequence (P83916 whole entry, looked up): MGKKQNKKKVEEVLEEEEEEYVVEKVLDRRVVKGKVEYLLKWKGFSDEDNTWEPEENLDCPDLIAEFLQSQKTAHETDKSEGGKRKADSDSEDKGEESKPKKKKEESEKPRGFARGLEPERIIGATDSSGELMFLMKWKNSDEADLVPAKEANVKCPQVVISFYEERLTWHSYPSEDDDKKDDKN
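HP1-beta protein (50 nM final) preincubated 30 min at room temperature with biotinylated H3(1-18)K9me3 peptide (50 nM) in PBS pH 7.4, 0.01% Tween-20, then compound added for 30 min. AlphaScreen streptavidin donor/nickel chelate acceptor beads (10 ug/mL final), 30 min dark, luminescence read.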
GLS inh: glutaminase GLS (human) inhibition | O94925 | GLS enzymatic activity, qHTS titration | Potency, µM (titrated, usually from 45.5 µM), inactives show at the top dose activity change, negative = inhibition, usual class: inhibitors | actives 0.21% (n = 410,000) | AID 624170; further: potency means the concentration at half of the fitted maximal effect; on the % scale 0 is the no-effect control and ±100 the full control effect
Target sequence (O94925 whole entry, looked up): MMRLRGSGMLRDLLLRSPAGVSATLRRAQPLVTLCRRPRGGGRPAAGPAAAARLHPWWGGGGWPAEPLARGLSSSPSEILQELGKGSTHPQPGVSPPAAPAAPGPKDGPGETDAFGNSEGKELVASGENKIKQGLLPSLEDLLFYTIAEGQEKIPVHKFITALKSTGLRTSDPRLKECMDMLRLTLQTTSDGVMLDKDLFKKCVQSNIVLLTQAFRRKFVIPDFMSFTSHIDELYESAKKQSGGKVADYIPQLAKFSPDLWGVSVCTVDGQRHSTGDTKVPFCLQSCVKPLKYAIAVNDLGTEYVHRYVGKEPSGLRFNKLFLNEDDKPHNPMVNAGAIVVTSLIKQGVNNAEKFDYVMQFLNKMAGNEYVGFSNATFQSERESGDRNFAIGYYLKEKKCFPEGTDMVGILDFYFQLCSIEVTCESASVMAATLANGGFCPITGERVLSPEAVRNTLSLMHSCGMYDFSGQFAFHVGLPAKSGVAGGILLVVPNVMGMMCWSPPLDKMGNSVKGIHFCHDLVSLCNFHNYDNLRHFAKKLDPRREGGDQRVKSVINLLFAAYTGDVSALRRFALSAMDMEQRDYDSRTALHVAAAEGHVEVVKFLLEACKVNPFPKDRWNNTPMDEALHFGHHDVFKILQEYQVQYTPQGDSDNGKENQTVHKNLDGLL
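hKGA in 45 mM KH2PO4 pH 8.2, 0.02% Tween-20 with pin-transferred compounds; 1 mM L-glutamine (stock) plus glutamate oxidase/HRP/Amplex Red coupling added. Fluorescence read initially and after 30 min at RT.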
PI4K2A inh: PI4K2A (human) kinase inhibition | Q9BTU6 | AID 1346378 | purified PI4K2A, ADP-Glo luminescence, 1 h; hits give low values | actives 0.13% (n = 420,000) | activity change, negative = inhibition, % at 76.9 µM; in the data active means activity change below about -50%; inconclusive means mostly about -30% to -49%;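 further: -100% = wells without enzyme as full effect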
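PI4K2A activity was measured by ADP-Glo luminescence: enzyme (4 ug/mL stock) and phosphatidylinositol (1.2 mM stock) in Tris pH 7.5/MgCl2/EGTA/Triton X-100 buffer were reacted with ATP (300 microM stock) for one hour at ambient temperature.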
ERG-DNA inh: inhibitors of human ERG Ets domain-DNA interaction; fluorescence polarization, His-ERG Ets domain / labelled DNA; Potency, µM (highest dose often 76.9 µM), for inactives: top-dose FP activity, negative = inhibition, usual class: inhibitors; AID 624246; actives 0.028% (n = 370,000); active means well fitted inhibition curve with a large enough effect in the polarisation, with a control signal flat; inconclusive means small, poorly fitted or top-dose-only effect, or effect the other way, or a change in a side signal; inactive means no such curve, though single readings can be large or run the other way; the % refers to the polarisation;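 further: polarization taken with two DNA probes labelled with fluorescein and Texas red; potency means the concentration at half of the fitted maximal effect; % of control where 0% means no effect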
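His-tagged ERG Ets domain (1 uM in the protein solution; 300mM KCl, 50mM Tris-HCl, 1mM EDTA, 1mM DTT, pH 7.5) received compound, then a probe mix of 5 nM fluorescein-DNA and 100nM Texas-615-DNA. Fluorescence polarization was read for both dyes.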
RGS4 inh: blocks human RGS4-accelerated GTP hydrolysis | P49798 | Transcreener GDP fluorescence polarization, RGS4-accelerated GTP hydrolysis | Potency, µM (top dose mostly 114 µM), for the others: at the top dose activity change, negative = inhibition, most hits filed as inhibitors | actives 0.039% (n = 390,000) | AID 504845; further: potency means the concentration at half of the fitted maximal effect; on the % scale 0 is the no-effect control and ±100 the full control effect; nearly all actives have a fitted effect of over 75% in size; some results filed as inactive show a strong effect at the top dose
Target sequence (P49798 whole entry, looked up): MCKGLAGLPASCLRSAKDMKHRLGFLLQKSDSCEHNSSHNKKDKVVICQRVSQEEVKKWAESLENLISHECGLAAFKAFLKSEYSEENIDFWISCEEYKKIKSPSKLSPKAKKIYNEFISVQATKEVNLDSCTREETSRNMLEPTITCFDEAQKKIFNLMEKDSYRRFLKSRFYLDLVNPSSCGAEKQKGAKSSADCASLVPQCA
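MLSMR compounds (23 nl, pin-transferred) preincubated 10 min at room temperature with a 500nM (2x) first reagent, then RGS4 at 900nM (2x) plus Transcreener GDP mix added; fluorescence polarization (620/688 nm) read before and after 90 min at 30 °C.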
G9a inh: inhibitors of human histone lysine methyltransferase G9a. Q96KQ7. G9a H3K9 monomethylation, AlphaScreen, 2 h. Potency, µM (top dose mostly 102 µM), inactives show at the highest dose activity, negative = inhibition, usual class: inhibitors. actives 8.8% (n = 350,000); further: potency means the concentration at half of the fitted maximal effect; on the % scale 0 is the no-effect control and ±100 the full control effect; nearly all actives have a fitted effect of over 75% in size
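G9a (20 nM) was preincubated 15 min with compound, then reacted 2 h at room temperature with 500 nM biotin-H3K9 peptide and 20 µM SAM. Monomethyl-H3K9 detected by AlphaScreen using anti-H3K9me1 antibody.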
ALOX12 inh: inhibitors of human 12S-lipoxygenase ALOX12; Potency, µM (titrated, usually from 108 µM), for the others: at the highest dose activity change, negative = inhibition, most hits filed as inhibitors; P18054; AID 1671190; purified 12hLO, xylenol orange hydroperoxide absorbance; actives 1.1% (n = 580,000); further: potency means the concentration at half of the fitted maximal effect; on the % scale 0 is the no-effect control and ±100 the full control effect
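Hydroperoxide product was detected by ferrous iron/xylenol orange as the 573 to 405 nm absorbance ratio. Arachidonic acid at 40 uM (final) was turned over for 30 min at room temperature by 150 nM human 12hLO, pH 7.0 Hepes buffer, after 15 min compound preincubation.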
JMJD2A Tudor: JMJD2A Tudor domain (human) inhibition. actives 4.4% (n = 390,000). Potency, µM (top dose mostly 114 µM), without a hit: at the highest dose activity change, negative = inhibition, actives largely listed as inhibitors. AlphaScreen JMJD2A-Tudor / H3K4me3 peptide binding. O75164; further: potency means the concentration at half of the fitted maximal effect; on the % scale 0 is the no-effect control and ±100 the full control effect; nearly all actives have a fitted effect of over 50% in size
Numbers without * were called inactive; [ ] = another dose, or the depositor's remark. Unless noted, the call rests on the fitted dose curve; in most records, active means well fitted curve in the direction sought with a large enough effect; inconclusive means small, poorly fitted or top-dose-only effect, or another doubt; inactive means no such curve, though single readings can be large; an effect the other way counts as inactive or inconclusive.

Results for FC(F)(F)C1CC(c2cccs2)Nc2ncnn21 (stereo unspecified) ?
BAZ2B inh: 23%; HP1b chromo inh: 73%[activator]; GLS inh: -22%; PI4K2A inh: -9; ERG-DNA inh: 6%; RGS4 inh: 22%[11.4 µM]; G9a inh: 21%[59 µM]; ALOX12 inh: 19%; JMJD2A Tudor: 25%[11.4 µM]

Results for COC(=O)C1=C(C)N(C)C(=O)NC1c1ccsc1 (stereo unspecified) ?
BAZ2B inh: -17%; HP1b chromo inh: 44%[activator]; GLS inh: 1%; PI4K2A inh: -6; ERG-DNA inh: -1%; RGS4 inh: 20%; G9a inh: -10%; ALOX12 inh: -16%; JMJD2A Tudor: -14%

How did COCCOC(=O)C1=C(C)NC(=O)NC1c1c(OC)ncnc1OC (stereo unspecified) do in these assays?
BAZ2B inh: 6%; HP1b chromo inh: 49%[activator]; GLS inh: -22%; PI4K2A inh: 2; ERG-DNA inh: 9%; RGS4 inh: 1%; G9a inh: -2%[59 µM]; ALOX12 inh: 3%; JMJD2A Tudor: -5%

How did Cc1ccc(S(=O)(=O)Cc2ccc(C(=O)N3CCN(c4ccc(F)cc4)CC3)o2)cc1 do in these assays?
BAZ2B inh: inconclusive; HP1b chromo inh: 26%; GLS inh: 1%; PI4K2A inh: 5; ERG-DNA inh: -9%; RGS4 inh: -31%; G9a inh: inconclusive; ALOX12 inh: -14%; JMJD2A Tudor: -26%

How did COc1ccc(OC)c(CCNC(=O)c2ccc3c(=O)[nH]c4c(C(=O)NC(C)C)sc(=S)n4c3c2)c1 do in these assays?
BAZ2B inh: 40µM*; HP1b chromo inh: inconclusive; GLS inh: inconclusive; PI4K2A inh: 0; ERG-DNA inh: 5%; RGS4 inh: -11%; ALOX12 inh: inconclusive; JMJD2A Tudor: 56µM*

Results for CCc1ccc2oc(C(=O)Nc3nc(-c4ccc(F)cc4)ns3)c(C)c2c1 ?
BAZ2B inh: -6%; HP1b chromo inh: 49%[activator]; GLS inh: -5%; PI4K2A inh: 0; ERG-DNA inh: 3%; RGS4 inh: -4%; G9a inh: -21%[59 µM]; ALOX12 inh: -7%; JMJD2A Tudor: -16%

How did COc1ccccc1NS(=O)(=O)c1cn(C)c(C)n1 do in these assays?
BAZ2B inh: -5%; HP1b chromo inh: 2%[57 µM]; GLS inh: -5%; PI4K2A inh: 0; ERG-DNA inh: 1%; RGS4 inh: 21%; G9a inh: -2%[59 µM]; ALOX12 inh: -14%; JMJD2A Tudor: 5%

How did CCc1ccc(-c2nn(-c3ccccc3C)cc2C(=O)N2CCN(C3CCS(=O)(=O)C3)CC2)cc1 (stereo unspecified) do in these assays?
BAZ2B inh: -4%; HP1b chromo inh: 36%; GLS inh: -4%; PI4K2A inh: -1; ERG-DNA inh: 2%; RGS4 inh: -30%; G9a inh: 6%[12.7 µM]; ALOX12 inh: 371%[activator]; JMJD2A Tudor: -7%

What do the screens show for `O=C(COc1ccc2ccccc2c1)N1CCNCC1`?
BAZ2B inh: -14%; HP1b chromo inh: 29%; GLS inh: -3%; PI4K2A inh: 3; ERG-DNA inh: -1%; RGS4 inh: -22%; G9a inh: inconclusive; ALOX12 inh: -6%; JMJD2A Tudor: 16%

How did O=C(NC1CC1)c1cc2c(s1)-c1ccccc1OC2 do in these assays?
BAZ2B inh: -12%; HP1b chromo inh: 75%[activator]; GLS inh: -3%; PI4K2A inh: -1; ERG-DNA inh: 16%; RGS4 inh: 5%; G9a inh: -24%; ALOX12 inh: inconclusive; JMJD2A Tudor: 23%

What do the screens show for `O=C(c1ccccc1)n1ccc(-c2cccs2)n1`?
BAZ2B inh: 23%; HP1b chromo inh: 50%[activator]; GLS inh: 1%; PI4K2A inh: 3; ERG-DNA inh: 15%; RGS4 inh: -13%; ALOX12 inh: 41%[activator]; JMJD2A Tudor: 36%[activator]

Results for COc1cccc(C(=O)NCCS(=O)(=O)N2CCOCC2)c1 ?
BAZ2B inh: -5%; HP1b chromo inh: 13%; GLS inh: 1%; PI4K2A inh: 37; RGS4 inh: -21%; G9a inh: 22µM*; ALOX12 inh: 1%; JMJD2A Tudor: -5%

Results for N#CCSc1nnc(-c2ccc(F)cc2)n1N ?
BAZ2B inh: 11%; HP1b chromo inh: 52%[activator]; GLS inh: -6%; PI4K2A inh: 5; ERG-DNA inh: -4%; RGS4 inh: -24%; G9a inh: 4%; ALOX12 inh: 15%; JMJD2A Tudor: 0%

Results for COc1ccc(C(=O)Nc2sc(C)c(C)c2CN2CC(C)OC(C)C2)cc1 (stereo unspecified) ?
BAZ2B inh: -5%; HP1b chromo inh: 48%[activator]; GLS inh: -7%; PI4K2A inh: -1; ERG-DNA inh: 0%; RGS4 inh: -1%; G9a inh: 11%; ALOX12 inh: -3%; JMJD2A Tudor: 4%

What do the screens show for `COc1ccccc1N1CCN(/N=C/c2cccc(O)c2)CC1`?
BAZ2B inh: 71µM*; HP1b chromo inh: 6%; GLS inh: 11%; PI4K2A inh: -1; ERG-DNA inh: 4%; RGS4 inh: -6%; G9a inh: -35%; ALOX12 inh: -1%; JMJD2A Tudor: -33%

How did Cc1cccc(N(CC(=O)NC2CCCC2)C(=O)c2csnn2)c1C do in these assays?
BAZ2B inh: 0%; HP1b chromo inh: 41%[activator]; GLS inh: -6%; PI4K2A inh: -1; ERG-DNA inh: -2%; RGS4 inh: 8%; G9a inh: -1%; ALOX12 inh: 9%; JMJD2A Tudor: -2%

How did Cc1ccc(-c2csc3nnc(SCC(=O)NCc4ccco4)n23)cc1 do in these assays?
BAZ2B inh: -30%; HP1b chromo inh: 7%; GLS inh: 2%; PI4K2A inh: 1; ERG-DNA inh: -4%; RGS4 inh: 2%; G9a inh: 18µM*; ALOX12 inh: -15%; JMJD2A Tudor: -17%

How did O=C(CC12CC3CC(CC(C3)C1)C2)NC1CC1 do in these assays?
HP1b chromo inh: 36%; GLS inh: 2%; PI4K2A inh: -4; ERG-DNA inh: -3%; RGS4 inh: -5%; ALOX12 inh: -14%; JMJD2A Tudor: 12%

Results for OC(COCc1ccccc1)CN1CCN(c2ccccc2)CC1 (stereo unspecified) ?
BAZ2B inh: inconclusive; HP1b chromo inh: 49%[activator]; GLS inh: 47%[activator]; PI4K2A inh: -10; ERG-DNA inh: 0%; RGS4 inh: -17%; G9a inh: inconclusive; ALOX12 inh: inconclusive; JMJD2A Tudor: inconclusive

What do the screens show for `Cc1ccc(SCCC(=O)NCCSCc2ccccc2C)cc1`?
BAZ2B inh: 7%; HP1b chromo inh: 62%[activator]; GLS inh: 1%; PI4K2A inh: -2; ERG-DNA inh: -2%; RGS4 inh: -19%; G9a inh: 6%; ALOX12 inh: inconclusive; JMJD2A Tudor: 43%[activator]

How did CC(=O)c1c(N2CCN(c3ccccn3)CC2)nc(=S)n(-c2ccccc2)c1C do in these assays?
BAZ2B inh: -13%; HP1b chromo inh: 19%; GLS inh: 1%; PI4K2A inh: -3; ERG-DNA inh: 0%; RGS4 inh: -23%; G9a inh: -37%; ALOX12 inh: inconclusive; JMJD2A Tudor: -26%

Results for COCCNCC1C(Oc2ccc(Cl)cc2)C(=O)N1c1ccccc1C (stereo unspecified) ?
BAZ2B inh: -16%; HP1b chromo inh: 21%; GLS inh: 1%; PI4K2A inh: 1; ERG-DNA inh: 4%; RGS4 inh: 9%; G9a inh: -20%; ALOX12 inh: -4%; JMJD2A Tudor: -4%

What do the screens show for `COc1ccc(C(=O)NC(=S)Nc2nc(C)cc(C)n2)cc1Br`?
BAZ2B inh: -11%; HP1b chromo inh: -13%; GLS inh: 14%; PI4K2A inh: -8; ERG-DNA inh: 11%; RGS4 inh: 3%; G9a inh: 17%[12.7 µM]; ALOX12 inh: 462%[activator]; JMJD2A Tudor: -16%

Quoted at random: 3 records from the list
What do the screens show for `COc1ccccc1N1CCN(/N=C/c2cccc(O)c2)CC1`?
BAZ2B inh: 71µM*; HP1b chromo inh: 6%; GLS inh: 11%; PI4K2A inh: -1; ERG-DNA inh: 4%; RGS4 inh: -6%; G9a inh: -35%; ALOX12 inh: -1%; JMJD2A Tudor: -33%

Results for COc1ccc(C(=O)Nc2sc(C)c(C)c2CN2CC(C)OC(C)C2)cc1 (stereo unspecified) ?
BAZ2B inh: -5%; HP1b chromo inh: 48%[activator]; GLS inh: -7%; PI4K2A inh: -1; ERG-DNA inh: 0%; RGS4 inh: -1%; G9a inh: 11%; ALOX12 inh: -3%; JMJD2A Tudor: 4%

How did Cc1cccc(N(CC(=O)NC2CCCC2)C(=O)c2csnn2)c1C do in these assays?
BAZ2B inh: 0%; HP1b chromo inh: 41%[activator]; GLS inh: -6%; PI4K2A inh: -1; ERG-DNA inh: -2%; RGS4 inh: 8%; G9a inh: -1%; ALOX12 inh: 9%; JMJD2A Tudor: -2%

From PubChem

Some of the compounds tested, so the mix of outcomes need not match the whole.
